From PubChem
CHT inh – inhibits the human high affinity choline transporter; Q9GZV3; CHT-expressing cells, membrane potential dye, choline response; stronger effect = lower value; B-score at 10 µM; 0.86% of 310,000 active;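 active means B-score over 3 SD under the library average, and starting fluorescence ratio not unusually high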;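 further: choline stimulus applied at its EC90 after an EC20 pre-addition; B-score computed on integrated fluorescence ratio after choline addition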
KCNQ2 block – KCNQ2 potassium channel inhibitors, primary screen, cell-based, CHO-K1, FluxOR thallium flux, B-score (AID 2156) | O88943 | 20 min; stronger effect = lower value | B-score at 10 µM | 1.1% of 310,000 active;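 active means fluorescence ratio B-score at most minus 3 library SDs, with starting brightness B-score within 2 library SDs, cut at about -5.5 in these data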
Target sequence (O88943 whole entry, looked up): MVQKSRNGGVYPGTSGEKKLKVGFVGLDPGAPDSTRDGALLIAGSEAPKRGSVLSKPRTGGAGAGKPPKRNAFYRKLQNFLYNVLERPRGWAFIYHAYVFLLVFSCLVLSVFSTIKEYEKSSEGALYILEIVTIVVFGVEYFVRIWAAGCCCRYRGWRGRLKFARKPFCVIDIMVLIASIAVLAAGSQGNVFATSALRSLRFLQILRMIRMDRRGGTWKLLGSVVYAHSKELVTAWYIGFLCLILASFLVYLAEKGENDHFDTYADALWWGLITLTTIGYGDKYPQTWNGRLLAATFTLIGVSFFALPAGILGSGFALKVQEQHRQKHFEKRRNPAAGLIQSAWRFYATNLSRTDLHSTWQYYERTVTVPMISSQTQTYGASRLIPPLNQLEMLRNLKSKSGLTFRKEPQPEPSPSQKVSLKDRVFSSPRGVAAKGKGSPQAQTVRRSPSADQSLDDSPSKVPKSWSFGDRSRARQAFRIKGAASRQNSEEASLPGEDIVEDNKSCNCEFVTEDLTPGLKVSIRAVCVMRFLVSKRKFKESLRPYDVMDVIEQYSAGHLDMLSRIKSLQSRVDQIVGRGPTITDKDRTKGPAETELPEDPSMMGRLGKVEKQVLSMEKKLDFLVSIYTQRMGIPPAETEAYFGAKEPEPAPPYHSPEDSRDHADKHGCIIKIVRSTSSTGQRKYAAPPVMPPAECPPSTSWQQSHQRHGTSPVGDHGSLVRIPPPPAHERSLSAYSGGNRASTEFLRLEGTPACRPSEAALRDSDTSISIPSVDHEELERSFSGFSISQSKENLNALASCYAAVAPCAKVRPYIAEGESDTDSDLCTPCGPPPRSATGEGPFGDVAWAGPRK
* = called active by the depositor; i = inactive; . = not tested or not shown.

Preview (two entries):
smiles,CHT inh,KCNQ2 block
CCOC(=O)C1=C(CS(=O)(=O)c2ccc(C)c(C)c2)NC(=O)NC1c1ccc(O)cc1 (configuration not stated),i,i
Cc1ccc(NC(=S)N(Cc2ccco2)C(C)c2cccs2)cc1 (configuration not stated),i,i

Results, previewed entries included:
smiles,CHT inh,KCNQ2 block
CCOC(=O)C1=C(CS(=O)(=O)c2ccc(C)c(C)c2)NC(=O)NC1c1ccc(O)cc1 (configuration not stated),i,i
Cc1ccc(NC(=S)N(Cc2ccco2)C(C)c2cccs2)cc1 (configuration not stated),i,i
O=C(CN1C(=O)C2CCCCC2C1=O)Nc1nc2ccc(F)cc2s1 (configuration not stated),i,-6.2*
Cc1nc2sccn2c(=O)c1CCN1CCC(=C(c2ccccc2)c2ccc(F)cc2)CC1,i,i
CCN(CC)C(=O)CNc1ccc(C(F)(F)F)cc1[N+](=O)[O-],i,i
COCc1cc(C)nc(Nc2ccccc2C)c1C#N,i,i
Cc1cccc(-n2c(CNC(=O)c3ccc(S(=O)(=O)N4CCCCC4)cc3)n[nH]c2=S)c1,i,i
CC1CCN(Cc2nnnn2CCCC(=O)NC(c2ccccn2)C(F)(F)F)CC1 (configuration not stated),i,i
O=C(CCCN1C(=O)C(c2ccccc2)Oc2cccnc21)NCc1ccccc1F (configuration not stated),i,i
COc1cccc(-c2cc3c(=O)n(-c4ccccc4)c(=S)[nH]c3s2)c1,i,i
Cc1cc(Cl)c(OCCOCCN2CCNCC2)c(Cl)c1,i,i
OCC1(Cc2ccc(Cl)cc2)CCN(Cc2ccc3nsnc3c2)CC1,i,i
Nc1nonc1-c1noc(-c2ccccc2)n1,i,i
COc1ccc(C2=CC(=O)OC(C)(c3ccccc3)O2)cc1 (configuration not stated),i,i
O=C(Nc1ccc(N2CCN(C(=O)c3cccs3)CC2)c(Cl)c1)c1ccco1,i,i
CCCN(CCC)CCCNC(=O)C1c2cc(OC)c(OC)cc2C(=O)N(C)C1c1cccnc1 (configuration not stated),i,i
CCCCC(=O)Nc1cccc(NC(=O)c2ccccc2Br)c1,i,i
COc1cc2c(cc1OC)CN(C(=O)c1ccc(-c3ccccc3)cc1)CC2,i,i
CN1CCN(C(=O)c2ccc(N(Cc3ccccc3Cl)S(C)(=O)=O)cc2)CC1,i,i
O=C(c1ccc(=O)oc1)N1CCN(C(c2ccccc2)c2ccccc2)CC1,i,i
Fc1ccc(/C=N/Nc2ncnc3nc[nH]c23)cc1F,i,i
Cc1nnc(N/N=C/c2ccc(O)c([N+](=O)[O-])c2)[nH]c1=O,i,i
Cc1cccc(C(=O)NC2CCN(CC(=O)Nc3ccccc3Cl)CC2)c1,i,i
CSc1ccc(NC(=O)N2CC(C)OC(C)C2)cc1 (configuration not stated),i,i
CCOC(=O)N1CCN(S(=O)(=O)CCNC(=O)c2ccc(OC)cc2)CC1,i,i
Cc1nnc(NC(=O)C2CCN(C(=O)c3ccco3)CC2)s1,i,i
Cc1ccc(-c2cc(C(=O)NN=C3CCCC3)c3ccccc3n2)cc1,i,i
O=C(Nc1cccnc1Cl)c1cc(-c2ccccc2O)on1,i,i
COc1ccc(OC)c(NC(=O)C2CCCN(S(C)(=O)=O)C2)c1 (configuration not stated),i,i
CCCCN1CC(C(=O)NCc2ccc(C)cc2)CC1=O (configuration not stated),i,i
O=C1/C(=C/c2cccnc2)SC(=NCc2ccccc2)N1Cc1ccccc1,i,i
CCC1(CC)N=C(c2ccccc2)C(=S)N1,i,i
CN1CCN(C(=O)/C=C/c2ccc(Cl)c(Cl)c2)CC1,i,i
Cc1ccc2sc(N(CCCN(C)C)C(=O)c3ccc(Br)s3)nc2c1C,i,i
CC1=C(C)CC(C(=O)NCc2cccc(Cl)c2)C(C(=O)O)C1 (configuration not stated),i,i
CCc1nnc(NC(=O)C2CCN(C(=O)NC3CCCCC3)CC2)s1,i,i
O=C(N/N=C/C(Br)=C/c1ccccc1)c1cnccn1,i,i
CN(N=Nc1cccc([N+](=O)[O-])c1)c1ccccc1,i,i
CCCCc1ccc(NC(=O)CN2C(=O)C3CCCCC3C2=O)cc1 (configuration not stated),i,i
Cn1ccsc1=NC(=O)c1ccc([N+](=O)[O-])o1,i,i
CCN1CCN(c2nc(-c3ccc(F)cc3)cc(=O)[nH]2)CC1,i,i
O=C(c1ccc(Cl)c([N+](=O)[O-])c1)N1CCCc2ccccc21,i,i
COc1ccc(Nc2oc(COc3ccc(Cl)cc3)nc2C#N)cc1,i,i
Cc1ccc(S(=O)(=O)NNC(=O)c2ccc(NC(=O)C3CC3)cc2)cc1,i,i
CCCc1nc(-c2cc3ccccc3[nH]c2=O)no1,i,i
O=C(O)c1ccc(N/N=C/c2c(F)cccc2Cl)cc1,i,i
CN(Cc1ccco1)C(=O)c1ccc(OC2CCN(Cc3ccccn3)CC2)cc1,i,i
COc1ccc(CN(C)C(=O)c2ccc(COc3ccccc3)cc2)c(OC)c1,i,i
O=C(CC1C(=O)NCCN1Cc1ccccc1C(F)(F)F)NCCn1cccn1 (configuration not stated),i,i
CC(C)(C)N1C(=O)Cc2c1nc(N)c1c(N)nc(N3CCCCC3CO)c(C#N)c21 (configuration not stated),i,i
COc1cccc(C2Nc3cccc4cccc(c34)N2)c1,i,i
CN1C2CCC1CC(NC(=O)CSCc1ccc(Cl)cc1Cl)C2 (configuration not stated),i,i
Cc1nn(C)c(Oc2ccccc2)c1CCNS(=O)(=O)c1ccccc1,i,i
CN(C)c1ccc(C2C3C(=O)N(c4ccc(C(=O)O)cc4)C(=O)C3ON2c2ccccc2)cc1 (configuration not stated),i,i
CCOC(=O)C1=C(C)OC(N)=C(C(=O)OCC)C1c1cccnc1 (configuration not stated),i,i
CC1=C(C(=O)OCC2CCCO2)C(c2ccc(C)cc2)C2=C(CC(C)(C)CC2=O)N1 (configuration not stated),i,i
Cc1ccc2nc(N3C(=O)C(O)=C(C(=O)c4ccc(C)o4)C3c3cccc(O)c3)sc2c1 (configuration not stated),i,i
COc1cccc(CNC(=O)c2nnn(CC(=O)Nc3c(C)cccc3C)c2N)c1,i,i
CCC(=O)Nc1cc(=O)[nH]c2nc(-c3ccc(Cl)cc3)nn12,i,i
CCOC(=O)N1CCN(CCC(=O)c2ccc(Cl)cc2)CC1,i,-6.7*

5 entries out of the list, arranged by heavy-atom count, ascending.
smiles,CHT inh,KCNQ2 block
COc1cccc(C2Nc3cccc4cccc(c34)N2)c1,i,i
CCOC(=O)N1CCN(CCC(=O)c2ccc(Cl)cc2)CC1,i,-6.7*
Cc1nn(C)c(Oc2ccccc2)c1CCNS(=O)(=O)c1ccccc1,i,i
COc1ccc(CN(C)C(=O)c2ccc(COc3ccccc3)cc2)c(OC)c1,i,i
COc1cccc(CNC(=O)c2nnn(CC(=O)Nc3c(C)cccc3C)c2N)c1,i,i

The results go on.
smiles,CHT inh,KCNQ2 block
CCCC(=O)Nc1ccccc1NC(=O)c1cc(OC)c(OC)c(OC)c1,i,i
O=C(O)C1Cc2[nH]cnc2C(c2cccc([N+](=O)[O-])c2)N1 (configuration not stated),i,i
COc1ccc(C2(CNC(=O)/C=C/c3ccco3)CCCC2)cc1OC,i,i
CCN(CC(=O)Nc1ccccc1C(F)(F)F)C(=O)Cc1sc(C)nc1-c1ccc(F)cc1,i,i
O=C(NCCc1ccccc1)C1CCN(S(=O)(=O)c2ccc(Br)s2)CC1,i,i
COC(=O)C1CCN(C(=O)COC(=O)c2ccc(OC)c(S(=O)(=O)N3CCCc4ccccc43)c2)CC1,i,i
COc1ccc(NC(=O)C(c2cc3c(cc2[N+](=O)[O-])OCO3)N2CCN(C=O)CC2)cc1 (configuration not stated),i,i
CCOC(=O)c1sc(NC(=O)c2ccco2)nc1C,i,i
CCOC(=O)CSc1nc(C)cc(C)c1C#N,i,i
COc1cccc(NC(=S)/C(=C(\[O-])c2ccc([N+](=O)[O-])cc2)[n+]2ccccc2)c1,i,i
CCCCn1c(N)c(N(CCC(C)C)C(=O)C2CCN(C(=O)c3ccccc3C)CC2)c(=O)[nH]c1=O,i,i
Cc1cc(C)c(CN2CCN(Cc3ccc(C)o3)C(CCO)C2)c(-n2cccn2)c1 (configuration not stated),i,i
O=C1OC(c2ccccc2)=C/C1=C/N1CCCCC1,i,i
Cn1c(=O)c(=O)n(C)c2cc(S(=O)(=O)NCCOc3ccccc3)ccc21,i,i
CCN(CC)C(=O)C1CC(=O)OC1(C)C (configuration not stated),i,i
O=C(/C=C/c1c(Cl)cccc1Cl)n1cccn1,i,i
CCCNC(=O)CCNC(=O)c1ccc(C(C)(C)C)cc1,i,i
CCC(C)[C@@H](C(=O)N1CCNCC1)n1cc(CCCCN)nn1 (some centres not stated),i,i
COC(=O)c1cc(S(=O)(=O)NCC2CCN(CCc3cccs3)CC2)c[nH]1,i,i
CC1CCN(CC(O)COCCC23CC4CC(CC(C4)C2)C3)CC1 (configuration not stated),i,i
Cn1c(=O)cc(Cl)[nH]c1=O,i,i
O=C(CCc1ccccc1)NCCc1ccc(F)cc1,i,i
CC(=O)c1ccc(S(=O)(=O)N2CCCC(N(C)CCc3ccccc3)C2)cc1 (configuration not stated),i,i
CCOC(=O)c1nnn2c1nc(N1CCN(C)CC1)c1ccccc12,i,i
COc1ccc(C(=O)N2CCN(c3ncnc4c(-c5ccccc5)nsc34)CC2)cc1,.,i
CC#CCN(CC#CC)S(=O)(=O)c1ccc(-n2cnnn2)c(OC)c1,-6.8*,i
O=C(O)c1ccccc1SCc1cn2ccccc2n1,i,i
CCOc1ccc(C(O)(c2ccccc2)C(CN2CCCC2)c2ccccc2)cc1 (configuration not stated),i,i
O=C(c1cc2ccccc2oc1=O)N1CCN(c2ncccn2)CC1,i,i
COc1cccc(-n2c(=S)sc3c(=O)n(-c4ccccc4OC)c(=S)[nH]c32)c1,i,i
CCCn1c(NCc2ccccc2NS(=O)(=O)c2ccc(C)cc2)nc2ccccc21,i,i
Fc1ccccc1CN1CCCN(C(=S)Nc2cccc(Cl)c2)C1,i,i
CCOC(=O)c1c(Cc2ccc(Cl)cc2)c[nH]c1C,i,i
CC1=CCC2C(=O)N(c3ccc(OC(=O)c4ccco4)cc3)C(=O)C2C1 (configuration not stated),i,i
C=C(C)[C@@H]1CC=C(CN2CCC(N3CCC(C(=O)N4CCCC4)CC3)CC2)CC1,i,i
COc1ccccc1C(=O)Nc1nc2ccc(S(C)(=O)=O)cc2s1,i,i
COc1ccc(C2Nc3ccccc3C(=O)N2c2ccc(Cl)cc2)cc1Cn1cc([N+](=O)[O-])cn1 (configuration not stated),i,i
Cc1ccccc1NC(=S)NCC(c1cccnc1)N1CCOCC1 (configuration not stated),i,i
Cc1ccc(-n2cnc(=O)c3cccnc32)cc1,i,i
COCc1ccc(C(=O)NC(C)c2cnn(-c3ccccc3C)c2C)o1 (configuration not stated),i,i
O=C(c1ccc(NS(=O)(=O)c2ccc3[nH]c(=O)[nH]c3c2)cc1)N1CCCCC1,i,i
CCCCN(C)C(=O)c1cc2c(s1)-c1ccccc1S(=O)(=O)C2,i,i
Cc1ccc(N2C(N)=C(C#N)C(c3cccnc3)C3=C2CCCC3=O)cc1 (configuration not stated),i,i
CCOC(=O)c1c(C)nn(-c2ccc(NC(=O)c3c(C)noc3C)cc2)c1C,i,i
COCC(=O)Nc1ccc2c(c1)OCC(=O)N2Cc1ccc(C)cc1,i,i

Rewritten with each value named: 3 of the compounds above.
> CCCCN(C)C(=O)c1cc2c(s1)-c1ccccc1S(=O)(=O)C2
  CHT inh: i; KCNQ2 block: i
> Cc1ccc(-n2cnc(=O)c3cccnc32)cc1
  CHT inh: i; KCNQ2 block: i
> Cc1ccccc1NC(=S)NCC(c1cccnc1)N1CCOCC1 (configuration not stated)
  CHT inh: i; KCNQ2 block: i

(further entries)
smiles,CHT inh,KCNQ2 block
CCCCN(C(=O)CSc1nnnn1-c1ccccc1OC)C1CCS(=O)(=O)C1 (configuration not stated),i,i
Cc1cc2cc(CCNC(=O)CCc3ccccc3)c(=O)[nH]c2cc1C,i,i
CCCN(CC(=O)Nc1ccc(OC)c(OC)c1)CC(=O)Nc1ccc(F)c(F)c1F,i,i
O=C(CCn1c(=S)oc2ccccc21)Nc1cc([N+](=O)[O-])ccc1F,i,i
O=C(NCc1cccnc1)C(=O)NCC1OCCCN1S(=O)(=O)c1ccc(Cl)cc1 (configuration not stated),i,i
CC(=O)N1CCc2cc(S(=O)(=O)Nc3ccccc3N3CCN(C)CC3)ccc21,i,i
Cc1ccc(NC(=O)C2CC(=O)N(C(C)C)C2)cc1C (configuration not stated),i,i
COCC(N)(c1ccccc1)c1nc2ccccc2n1C (configuration not stated),i,i
Cc1cc(C)nc(Nc2n[nH]c(Cc3ccccc3)n2)n1,.,i
c1cc2c(cc1OCCNC1CCCC1)CCC2,i,i
CCCNC(=O)C1(CC2CC(c3ccccc3)=NO2)CCN(C(=O)c2ccccc2)CC1 (configuration not stated),i,.
Cc1ccc(C)c(NC(=O)CSc2nncn2C)c1,i,i
CN(Cc1nc(-c2ccc3c(c2)OCO3)no1)CC1(N2CCOCC2)CCCCC1,i,i
CCn1cc(C2=NC(c3ccccc3)CO2)c2ccccc21 (configuration not stated),i,-5.7*
O=C(COc1ccc(C(=S)N2CCCC2)cc1)Nc1ccccc1C(F)(F)F,i,i
CC(C)(CN1CCCCC1)NS(=O)(=O)c1ccc(Cl)cc1,i,i
